Compound activity: PubChem, National Center for Advancing Translational Sciences (NCATS)
RORg inh – blocks mouse ROR gamma transcriptional activity; P51450; Drosophila S2 Gal4-RORgamma UAS-luciferase reporter, 20 h; Potency, µM (titrated, usually from 53.6 µM), for inactives: at the highest dose activity change, negative = inhibition, usual class: inhibitors; hit rate 5.4% among 310,000; also: % is scaled to controls: 0 for no effect and ±100 for the full control effect; nearly all actives have a fitted effect of over 60% in size
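Using a luciferase readout, inhibitors were identified by reduced reporter activity in Drosophila cells coexpressing a copper-inducible Gal4–ROR gamma fusion and UAS-driven Photinus luciferase, incubated 20 hr after 700 uM copper sulfate.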
uPA surface inh – cell surface uPA generation inhibition | AID 540303 | cell surface uPA generation assay, qHTS | hit rate 0.31% among 330,000 | Potency, µM (top dose mostly 38.3 µM), for the others: at the top dose activity change, negative = inhibition, most hits filed as inhibitors; active = well fitted inhibition curve with a large enough effect; inconclusive = small, poorly fitted or top-dose-only effect; inactive = no such curve, though single readings can be large or run the other way; tested in mouse RAW 264.7 cells; also: % is scaled to controls: 0 for no effect and ±100 for the full control effect; nearly all actives have a fitted effect of over 55% in size
BRCA1 expr act – activators of BRCA1 expression; MCF7-BRCA1-FFLuc reporter, luminescence, 48 h; response scale: scaled: vehicle 0%, 10 µM genistein 100%; Potency, µM (top dose mostly 46.1 µM), for inactives: at the highest dose activation, hits mostly activators; hit rate 1.1% among 380,000; also: nearly all actives have a fitted effect of over 80% in size; some results filed as inactive show a strong effect at the top dose
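Quantitative HTS in MCF7 cells stably reporting BRCA1 expression via firefly luciferase. Compound treatment lasts 48 h at 37 °C in phenol-red free MEM. Activation is expressed relative to genistein at 10 microM and DMSO.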
Gal4-VP16 FLuc – Gal4-VP16 reporter inhibition counter-screen. Drosophila S2 Gal4-VP16 UAS-luciferase, luminescence, 20 h. hit rate 3.5% among 310,000. Potency, µM (highest dose often 53.6 µM), for inactives: at the top dose activity, negative = inhibition, usual class: inhibitors;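 also: Gal4-VP16 expression switched on by copper sulfate through the metallothionein promoter; % is scaled to controls: 0 for no effect and ±100 for the full control effect; nearly all actives have a fitted effect of over 50% in size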
MBNL1-CUG inh – MBNL1-poly(CUG) RNA binding inhibition | TR-FRET MBNL1-His/biotin-(CUG)12 binding, 665/545 ratio | hit rate 0.036% among 280,000 | Potency, µM (doses to about 57.5 µM), for the others: top-dose activity change, negative = inhibition, usual class: inhibitors; active = well fitted inhibition curve with a large enough effect in the signal ratio, with a control signal flat, not every such curve was filed as active; inconclusive = small, poorly fitted or top-dose-only effect, or effect the other way, or a change in a side signal; inactive = no such curve, though single readings can be large or run the other way; the % refers to the signal ratio; also: % is scaled to controls: 0 for no effect and ±100 for the full control effect
Target sequence (Q9NR56 whole entry, looked up): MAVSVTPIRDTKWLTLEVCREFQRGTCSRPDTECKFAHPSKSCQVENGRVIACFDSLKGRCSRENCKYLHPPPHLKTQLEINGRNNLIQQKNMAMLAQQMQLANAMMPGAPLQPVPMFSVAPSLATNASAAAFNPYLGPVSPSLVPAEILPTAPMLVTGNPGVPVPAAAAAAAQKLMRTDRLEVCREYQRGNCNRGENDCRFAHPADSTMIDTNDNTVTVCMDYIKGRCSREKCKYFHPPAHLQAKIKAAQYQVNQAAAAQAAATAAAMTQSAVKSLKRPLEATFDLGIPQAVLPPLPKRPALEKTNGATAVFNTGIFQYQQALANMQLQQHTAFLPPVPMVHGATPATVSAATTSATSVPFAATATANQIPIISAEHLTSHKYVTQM
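Inhibition of protein-RNA binding appears as loss of TR-FRET between terbium anti-His antibody on MBNL1-His and streptavidin-XL665 on biotin-(CUG)12. Activity is normalized to buffer-only and uninhibited-complex controls.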
FLuc counter – firefly luciferase modulation, counter-screen for miR-21 project | Potency, µM (doses to about 57.5 µM), without a hit: at the top dose activity change, negative = inhibition, most hits filed as inhibitors | hit rate 6.9% among 360,000 | AID 588342 | purified FLuc, Km substrates, luminescence inhibition | P08659;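 also: plate controls were vehicle for no effect and reference inhibitor for full effect; nearly all actives have a fitted effect of over 55% in size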
Target sequence (P08659 whole entry, looked up): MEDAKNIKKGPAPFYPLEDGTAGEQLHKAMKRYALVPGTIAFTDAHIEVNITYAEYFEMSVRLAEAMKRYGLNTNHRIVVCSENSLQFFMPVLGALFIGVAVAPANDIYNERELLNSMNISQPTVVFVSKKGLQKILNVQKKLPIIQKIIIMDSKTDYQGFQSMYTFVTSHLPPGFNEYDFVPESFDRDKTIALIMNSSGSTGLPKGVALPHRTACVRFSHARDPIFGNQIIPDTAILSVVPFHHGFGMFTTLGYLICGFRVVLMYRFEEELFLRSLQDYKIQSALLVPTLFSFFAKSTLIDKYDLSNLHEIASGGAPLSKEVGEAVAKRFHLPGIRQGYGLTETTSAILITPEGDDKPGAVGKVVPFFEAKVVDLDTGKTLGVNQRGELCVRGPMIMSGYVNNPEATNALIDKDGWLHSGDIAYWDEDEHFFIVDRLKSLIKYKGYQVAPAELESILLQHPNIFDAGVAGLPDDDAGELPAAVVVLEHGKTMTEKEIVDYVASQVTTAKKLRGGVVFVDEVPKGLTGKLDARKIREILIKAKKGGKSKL
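Biochemical qHTS of compounds, final roughly 60 µM downward over six points, against 10 nM purified firefly luciferase using Km concentrations of substrates (10 uM D-luciferin, 10 uM ATP) in Tris acetate pH 7.5 buffer; luminescence output.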
p53 reactivator – re-activators of mutant p53 | H1299 p53-A138V BP100-luciferase reporter, luminescence, 24 h | Potency, µM (doses to about 92.2 µM), for inactives: at the top dose activity change, positive = activation, actives largely listed as activators | hit rate 0.063% among 320,000; also: % of control where 0% means no effect; nearly all actives have a fitted effect of over 45% in size
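p53-null H1299 cells stably carrying temperature-sensitive p53-A138V and a BP100-luciferase reporter were pinned with compounds (4-point, 1:5 series) and held 24 hrs at 37 deg C. Luminescence was read 10 min after detection reagent.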
ELG1 genotox – induces genotoxicity in HEK293T cells with luciferase-tagged ELG1; AID 504466; hit rate 1.3% among 330,000; HEK293T ELG1-luciferase reporter, luminescence, 16 h; Potency, µM (titrated, usually from 46 µM), for inactives: at the top dose activity change, positive = activation, most hits filed as activators; also: % of control where 0% means no effect; nearly all actives have a fitted effect of over 60% in size
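Cells (2,000/well) expressing the ELG1-luciferase fusion are dosed by pin tool and kept 16 hr at 37 °C, 5% CO2. Signal comes from ONE-Glo luciferase reagent after 30 min at room temperature.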
Rab9 promoter act – activates the Rab9 promoter. Huh7 Rab9 promoter-luciferase reporter, luminescence, 24 h. Potency, µM (top dose mostly 9.22 µM), without a hit: top-dose activation, negative = inhibition, usual class: activators. hit rate 2.8% among 320,000. AID 485297; also: % of control where 0% means no effect; nearly all actives have a fitted effect of over 60% in size
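Steps: seed 1500 Huh7 Rab9-luc cells per well, rest 2 h at 37 °C; add compound in DMSO; incubate 24 h; add luciferase reagent, 10 min ambient; read luminescence.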
NPC1 prom act – activates the NPC1 promoter. Huh7 NPC1 promoter luciferase reporter, 24 h. Potency, µM (titrated, usually from 9.22 µM), inactives show at the highest dose activation, actives largely listed as activators. AID 485313. hit rate 2.4% among 320,000;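 also: % of control where 0% means no effect; nearly all actives have a fitted effect of over 60% in size; reporter is driven by a mutant NPC1 promoter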
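NPC1 promoter–luciferase Huh7 cells; 24 h compound; luminescence.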
Active calls of the source: *; ? = inconclusive; . = no result given; [ ] = remark or other dose. Unless noted, calls follow the shape of the dose curve; as a rule, active = well fitted curve in the direction sought with a large enough effect; inconclusive = small, poorly fitted or top-dose-only effect, or another doubt; inactive = no such curve, though single readings can be large; an effect the other way counts as inactive or inconclusive. Potency is read from the fitted curve at half-maximal effect.

SMILES	RORg inh	uPA surface inh	BRCA1 expr act	Gal4-VP16 FLuc	MBNL1-CUG inh	FLuc counter	p53 reactivator	ELG1 genotox	Rab9 promoter act	NPC1 prom act
O=C(O)c1cc(-c2ccccn2)n[nH]1	-13%	2%	8%[1.84 µM]	-1%	-2%	7%	-17%	0%	-3%	-3%
N#CC(c1ccc(Cl)cc1)c1ccc2c(C(F)(F)F)cc(C(F)(F)F)nc2n1 (stereo not given)	-92%	3%	-92%	?	?	-17%	0%	-6%	-32%[inhibitor]	-33%[inhibitor]
Cc1ccc2nc(SCC(=O)NCc3cccs3)c(C#N)cc2c1	-7%	6%	0%	-1%	43%[activator]	-6%	0%	0%	-4%	1%
Cc1c(OC(C)C(=O)NCc2ccncc2)ccc2c3c(c(=O)oc12)CCCC3 (stereo not given)	30%	2%	-1%	?	4%	5%	-3%	-18%	2%	-4%
C[C@H](CO)N1C[C@H](C)[C@@H](CN(C)C)Oc2c(NS(=O)(=O)c3ccccc3)cccc2C1=O	.	7%	7%	.	.	.	2%	0%	.	.
COc1ccc(C(=O)NCc2ccc3c(c2)OCO3)c(OC)c1	?	2%	9%	1%	-2%	-7%	4%	-7%	-1%	0%
CCOC(=O)CSc1nc2ccccc2c(=O)n1CC(C)C	?	0%	0%	0%	-4%	-2%	-2%	1%	-1%	-2%
O=C(Nc1cccc(Oc2ccc3c(c2)C(=O)NC3=O)c1)c1ccco1	?	-1%	8%	-21%	?	0%	-9%	0%	0%	0%
CC(=O)Nc1ccccc1NC(=O)C/C(C)=N/NC(=O)C(=O)Nc1cccc(Cl)c1C	-9%	-6%	14%	1%	4%	2%	0%	0%	-4%	-2%
COCC(=O)OCC(=O)c1cc(C)n(-c2ccc(Br)cc2)c1C	6%	2%	-16%	-1%	4%	12µM*	-3%	-3%	4%	-1%
Cc1ccc(S(=O)(=O)NCc2ccc(C(=O)NCCCN3CCN(C)CC3)cc2)cc1	8%	1%	-29%	2%	-8%	2%	-18%	-1%	-2%	-5%
COc1ccc(CNC(=O)Nc2ccc([N+](=O)[O-])cc2)cc1	8%	15%	2%	1%	.	.	.	.	.	.
CC1CCN(C(=O)c2ccc(NC3=C(Cl)C(=O)N(Cc4ccccc4)C3=O)cc2)CC1	.	?	-67%	.	.	-2%	-25%	0%	4%	0%
CN(C(=O)c1cc2nc(-c3ccco3)cc(C(F)(F)F)n2n1)C1CCCCC1	-92%	5%	-6%	?	-1%	-9%	-10%	-6%	5%	0%
CCOCCCNC(=O)CNC(=S)N(Cc1ccc(C)cc1)Cc1ccco1	5%	-2%	-13%	22%	3%	-3%	8%	-10%	-3%	-2%
Cc1nc2ccc(NS(=O)(=O)c3ccc(F)c(F)c3)cc2s1	.	-25%	-9%	.	.	0%	-7%	-1%	-11%	-2%
CC(=O)OC(CC(=O)O)C[N+](C)(C)C (stereo not given)	-2%	6%	4%	9%	-19%	5%	1%	-6%	-7%	-2%
O=C(Nc1ccccc1C(F)(F)F)NC1CCCCCCC1	-30%	.	10%	8%	1%	?	2%	10%	-2%	0%
COc1cc(NS(=O)(=O)c2ccc(NC(=O)/C=C/C(=O)O)cc2)nc(OC)n1	-26%	4%	-11%	-3%	-14%	-14%	7%	-1%	-6%	-2%
Cn1c(SCc2ccc(C#N)cc2)nnc1-c1cccc(Cl)c1	10%	1%	1%	1%	-14%	-1%	-2%	1%	-6%	0%
Cc1ccc2cc(C#N)c(N3CCCN(S(=O)(=O)c4ccc(F)cc4)CC3)nc2c1	-21%	4%	-21%	-3%	?	9%	-14%	2%	-5%	-3%
CN(C)C(CNS(=O)(=O)c1ccc(Cl)cc1)c1cccnc1 (stereo not given)	?	7%	0%	-6%	?	6%	-2%	-17%	1%	1%
O=C(CN1C(=O)NC2(CCc3ccccc32)C1=O)Nc1ccc(N2CCOCC2)cc1 (stereo not given)	-6%	1%	4%	-6%	-6%	-18%	1%	0%	-4%	-1%
Cc1cccc(Cn2c(N3CCN(CCO)CC3)nc3c2c(=O)[nH]c(=O)n3C)c1	-9%	-7%	-3%	-12%	2%	0%	?	12%	-5%	-8%
COCCCN(C(=O)c1cc(C)oc1C)c1c(N)n(CC(C)C)c(=O)[nH]c1=O	.	17%	-4%	.	.	.	-7%	2%	-1%	-2%
CCOC(=O)C(C(=O)OCC)c1cc(Br)c2noc3c2c1C(=O)c1ccccc1-3	?	-3%	-66%	?	?	-16%	-27%	?	-24%	-47%[inhibitor]
O=C(O)C(c1ccccc1)C1(O)CCCC1 (stereo not given)	-4%	-3%	-7%	3%	-7%	3%	-1%	1%	15%	0%
COc1ccc(CC(=O)Nc2nnc(SCC(=O)NCc3ccco3)s2)cc1OC	1%	-1%	15%	7%	?	-2%	0%	2%	-2%	-9%
CCOC(=O)N1CCN(c2c(N3CCN(c4cccc(C)c4C)CC3)c(=O)c2=O)CC1	8%	2%	3%	-3%	6%	1%	-5%	1%	-1%	1%
CCN(CC)c1ccc(C(=O)OCC(=O)Nc2cc(C)on2)cc1	.	12%	-6%	.	.	.	9%	2%	-2%	-9%
COCCNC(=O)C(c1ccc(O)cc1)N(C(=O)CCC(=O)Nc1nccs1)c1ccc(C)cc1 (stereo not given)	0%	3%	-1%	6%	-3%	2%	3%	-1%	-14%	-2%
O=C(O)Cn1cnc2c(OCc3ccccc3)ncnc21	.	4%	5%	.	.	.	9%	4%	.	.
COCCN(C(=O)CSc1nnc(-c2ccc(C(C)(C)C)cc2)n1N)c1c(N)n(CC(C)C)c(=O)[nH]c1=O	.	0%	8%	.	.	?	10%	-2%	2%	1%
O=C(Cc1ccc(Br)cc1)N1CCCCCC1	24%	3%	10µM*	21%	-1%	?	?	21µM*	19%	?
C=CCn1c(SCC(=O)Nc2cccc(OC)c2)nnc1-c1cccnc1	25%	-2%	-13%	-5%	-15%	-9%	2%	29%	1%	6%
NC(=O)c1ccc(CN2CCc3ccccc3C2)cc1	?	3%	-13%	-3%	-24%	3%	11%	-3%	3%	-5%
COc1cccc(N2CC(C(=O)Nc3nnc(SCC(=O)NC4CCCC4)s3)CC2=O)c1 (stereo not given)	13%	3%	-3%	-15%	-2%	6%	-4%	6%	1%	-2%
CN(CC(=O)Nc1ccc(N2CCOCC2)cc1)C(=O)c1cc2c(s1)CCCC2	.	6%	-18%	.	.	-17%	-2%	4%	4%	-2%
COC(=O)c1ccc(CNC(=O)c2coc3ccccc3c2=O)cc1	9%	2%	-3%	2%	20%	-4%	15%	-2%	4%	-4%
O=C(NCc1ccco1)c1cc2nc(-c3ccc4c(c3)OCO4)cc(C(F)(F)F)n2n1	-15%	-2%	-8%	-1%	36%[activator]	-3%	-24%	-4%	-1%	-3%
CCCCNC(=O)NS(=O)(=O)c1ccc(NC(=O)CCC(=O)c2cccs2)cc1	-18%	3%	-9%	7%	5%	-1%	-1%	0%	-2%[1.84 µM]	-3%
NS(=O)(=O)c1ccc(CCNC(=O)c2cccc([N+](=O)[O-])c2)cc1	29%	5%	-5%	-7%	?	0%	-2%	-5%	-12%	-3%
O=c1[nH]nc(-c2ccc(F)cc2)cc1Cc1cccs1	34%	-13%	-6%	2%	4%	-2%	-5%	-1%	-9%	0%
CC1CCN(S(=O)(=O)c2ccc(C(=O)Nc3ccccc3-c3nc4ccccc4[nH]3)cc2)CC1	0%	23%	-67%	-13%	-4%	3%	10%	-9%	-1%	-10%
CCOc1cc(S(=O)(=O)NCc2ccc3c(c2)OCO3)c(C)cc1C	?	1%	-24%	-2%	-6%	2%	-1%	-3%	1%	0%
N#Cc1ccccc1OCC(=O)OCC(=O)N1CCCC1	.	-2%	-24%	.	.	.	-6%	1%	.	.
CCc1ccccc1Nc1nn2c(=O)c3ccc(C(=O)NCc4ccccn4)cc3nc2s1	?	?	-29%	-1%	15%	-13%	-10%	-7%	-2%	-3%
Cn1c(CSc2nc3ccccc3s2)nnc1SCC(=O)NCc1ccccn1	-13%	-1%	1%	-7%	?	0%	1%	1%	2%	6%
COc1ccc(NC(=O)N2C3CCCC2CC(NC(=O)c2ccccc2)C3)cc1 (stereo not given)	-2%	1%	9%	-1%	0%	6%	2%	2%	-3%	-1%
CCOC(=O)C(=CNc1cscc1S(=O)(=O)C(C)C)C(=O)OCC	29%	0%	-10%	-3%	.	-1%	-1%	-1%	-6%	-8%
c1csc(-c2nn3cnnc3c3ccccc23)c1	1%	-9%	-34%	3%	14%	8%	-2%	0%	-7%	-4%
COc1ccccc1NC(=O)CSc1ncnc2c1oc1ccccc12	-1%	-1%	-30%	-11%	0%	-2%	-2%	13%	-16%	-2%
CN(C)C=Nc1ncc2c3ccccc3n(Cc3ccccc3)c2c1C#N	-21%	1%	-7%	6%	-1%	3%	0%	-1%	4%	-4%
ON(Cc1c(F)cccc1Cl)Cc1c(F)cccc1Cl	18%	-3%	-2%	5%	-7%	1%	0%	0%	-1%	-2%

2 of the compounds above, with two lines to a compound:
The line under a structure holds: RORg inh, uPA surface inh, BRCA1 expr act, Gal4-VP16 FLuc, MBNL1-CUG inh, FLuc counter, p53 reactivator, ELG1 genotox, Rab9 promoter act, NPC1 prom act
> CCOc1cc(S(=O)(=O)NCc2ccc3c(c2)OCO3)c(C)cc1C
 : ?, 1%, -24%, -2%, -6%, 2%, -1%, -3%, 1%, 0%
> ON(Cc1c(F)cccc1Cl)Cc1c(F)cccc1Cl
 : 18%, -3%, -2%, 5%, -7%, 1%, 0%, 0%, -1%, -2%
